EWS-Fli block: EWS/Fli transcriptional activity inhibition; inhibition, % at 12.6 µM; AID 651661; A673 NR0B1-luciferase reporter, viability-normalised; actives 0.67% (n = 350,000);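 active = mean inhibition of at least 50% after viability correction, with every replicate also passing that limit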;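 also: firefly luciferase signal divided by Alamar Blue viability fluorescence both relative to DMSO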
FN deposit inh: fibronectin deposition inhibition; AH1F fibroblasts, Alexa488-fibronectin deposition fluorescence, overnight; actives 0.086% (n = 350,000); inhibition, % at 12.6 µM; AID 743247;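 active = mean inhibition across replicates of 30% or more, regardless of how many single replicates reach that level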;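 also: positive control wells lacked labelled fibronectin entirely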
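Material: AH1F fibroblasts assembling fluorescent fibronectin matrix; amount: 10000 AH1F cells/well; medium: DMEM, 2% serum; reagent: Alexa488-fibronectin, 24 nM final in well; dosing: single compound dose, delivered by pin transfer; incubation: 1 h adhesion, overnight exposure; detection: fluorescence after three HBSS washes, excitation 485 nm, emission 525 nm; measure: fibronectin deposition inhibition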
PAX8 inh HTS: lowers PAX8-driven luciferase in RMG-I cells. RMG-I TPO-luciferase reporter, SteadyGlo, 24 h. inhibition, % at 12.6 µM. actives 1.2% (n = 360,000);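 active = mean replicate inhibition at least 60% with every replicate also reaching 60%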;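 also: luciferase light reporting Pax8 driven TPO promoter activity; plate controls were median of neutral control wells for no effect and mitoxantrone controls for full effect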
ERAP1 HTS inh: inhibitors of human ERAP1 aminopeptidase | Q9NZ08 | inhibition, % at 10.7 µM | recombinant ERAP1, Leu-AMC fluorescence, 60 min | actives 0.15% (n = 340,000);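 active = mean replicate inhibition of at least 30%, or all replicates individually reaching that 30% level; inactive = mean below 30% and not every replicate reaching it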;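 also: 0% = neutral control wells and 100% = L-leucinethiol positive control wells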
Target sequence (Q9NZ08 whole entry, looked up): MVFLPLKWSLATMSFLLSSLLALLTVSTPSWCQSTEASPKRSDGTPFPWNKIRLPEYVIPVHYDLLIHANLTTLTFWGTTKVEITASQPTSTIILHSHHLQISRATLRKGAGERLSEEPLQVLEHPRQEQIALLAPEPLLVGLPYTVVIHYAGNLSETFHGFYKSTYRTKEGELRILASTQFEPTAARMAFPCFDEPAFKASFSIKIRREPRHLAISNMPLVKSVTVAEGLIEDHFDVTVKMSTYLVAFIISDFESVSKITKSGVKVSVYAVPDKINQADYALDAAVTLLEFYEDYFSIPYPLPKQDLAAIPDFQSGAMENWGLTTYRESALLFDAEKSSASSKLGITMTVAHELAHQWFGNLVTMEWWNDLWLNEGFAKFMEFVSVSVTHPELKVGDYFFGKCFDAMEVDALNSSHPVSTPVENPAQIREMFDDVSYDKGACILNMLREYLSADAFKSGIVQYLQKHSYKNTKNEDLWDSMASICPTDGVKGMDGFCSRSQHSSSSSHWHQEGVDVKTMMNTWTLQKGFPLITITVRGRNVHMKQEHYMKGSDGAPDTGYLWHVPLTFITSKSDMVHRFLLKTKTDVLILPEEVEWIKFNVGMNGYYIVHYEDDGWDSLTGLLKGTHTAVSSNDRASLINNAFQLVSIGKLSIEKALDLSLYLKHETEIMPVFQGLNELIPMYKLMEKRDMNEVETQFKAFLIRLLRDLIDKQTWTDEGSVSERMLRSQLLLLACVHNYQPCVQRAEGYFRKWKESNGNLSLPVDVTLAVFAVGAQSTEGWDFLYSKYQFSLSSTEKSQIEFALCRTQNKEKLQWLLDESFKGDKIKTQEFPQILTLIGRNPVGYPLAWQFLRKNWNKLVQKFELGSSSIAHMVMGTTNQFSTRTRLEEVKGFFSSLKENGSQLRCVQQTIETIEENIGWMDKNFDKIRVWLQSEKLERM
LGR2 inh: Drosophila LGR2 receptor signaling inhibition; HEK293 LGR2, CRE-luciferase, bursicon-stimulated, 4 h; inhibition, % at 9.99 µM; actives 0.35% (n = 380,000); AID 720647;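 active = drop in luminescence signal, shown as inhibition above about 50% in the replicate tests, limit read from the data, passing the limit was not always enough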;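 also: agonist challenge used bursicon conditioned medium at about half maximal strength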
PglD inh: PglD (C. jejuni) enzyme inhibition | purified PglD enzyme, DTNB colorimetric CoA detection | inhibition, % at 12.5 µM | actives 0.098% (n = 360,000); in the data active = inhibition above about 16%, passing the limit was not always enough; also: strong numbers were not always called active
S100A4 inh HTS: S100A4-myosin IIA interaction inhibition; inhibition, % at 10.7 µM; P26447; actives 0.14% (n = 360,000); S100A4/TAMRA-MyoIIA peptide fluorescence polarization;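 active = mean inhibition of at least 70% across replicates, with every replicate also reaching that level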
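Material: S100A4 monomer protein | Medium: HEPES pH 7.2 with CaCl2, KCl, NaCl, DTT, Triton | Reagent: Labelled myosin peptide probe, 5 nM | Doses: One dose per compound | Times: 5 min incubation before reading | Benchmarks: Neutral control DMSO, positive control TFP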
PGC1a acetyl inh: lowers PGC1a acetylation signal in U2OS cells; actives 0.17% (n = 350,000); inhibition, % at 15.6 µM; AlphaScreen anti-acetyl-lysine; with virally co-expressed GCN5 acetyltransferase; AID 651687;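 active = every replicate shows inhibition of at least 40%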;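 also: 0% = neutral control wells and 100% = positive control wells; some results beyond the cut were filed as inactive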
* hit, by the source's call; · = no result given; & = joins results of further samples.

#	SMILES	LGR2 inh	EWS-Fli block	S100A4 inh HTS	PGC1a acetyl inh	PglD inh	FN deposit inh	PAX8 inh HTS	ERAP1 HTS inh
1	COc1ccc(CN(C)C[C@H]2Oc3c(NC(=O)NC4CCCCC4)cccc3C(=O)N([C@@H](C)CO)C[C@@H]2C)cc1	6	6	3	-6	-4	2	7	-14
2	O=c1cc2c(nn1Cc1ccc(Cl)cc1)-c1ccccc1CC2	·	·	·	-17	3	6	28	·
3	CC(C)(C)NC(=O)C1C(c2ccccc2)=Nc2ccccc2N1C(=O)c1ccc(C(F)(F)F)cc1 (centres undefined)	-13	-3	0	·	·	-5	-2	5
4	CCOC(=O)C1(CCCc2ccccc2)CCN(C(=O)c2cc(C)nn2CC)CC1	1	11	-7	-6	0	-5	-14	1
5	O=S(=O)(c1ccc(Cl)cc1)c1nc(-c2ccccc2F)oc1NCCCN1CCOCC1	-12	·	-2	1	-7	5	4	-2
6	C[C@@H]1CCCCO[C@H](CN(C)Cc2ccc(C(F)(F)F)cc2)[C@@H](C)CN([C@H](C)CO)C(=O)c2cc(NC(=O)C3CCCCC3)ccc2O1	-12	9	·	7	-1	·	-7	·
7	Oc1ccccc1CNc1ccc(OC(F)(F)F)cc1	-10	6	-14	3	·	28	-134	-5
8	CNC[C@@H]1Oc2ccc(NC(=O)Cc3cn(C)c4ccccc34)cc2CC(=O)N([C@H](C)CO)C[C@@H]1C	12	0	-4	-7	0	·	11	9
9	COc1ccccc1Cn1cccc1C=O	·	19	6	·	0	-6	-4	1
10	COc1ccc(-c2ccccc2)cc1NC(=O)C1(C)CCN1C(=O)C(C)C (centres undefined)	9	-3	4	2	2	8	17	3
11	COc1cccc(/C=C2\N=C(c3c(-c4ccccc4)noc3C)OC2=O)c1OC	-3	·	-9	3	5	0	·	-2
12	CCN(C[C@H]1N[C@@](C)(C(=O)OC)[C@H]2C(=O)N(C)C(=O)[C@@H]12)C(=O)Nc1ccccc1	-8	5	1	3	0	-8	15	0
13	Cn1ccc2c(-c3cncc4ccccc34)cc3c(c21)C1CCC3O1 (centres undefined)	2	-1	-5	-1	-4	5	12	·
14	COc1cccc(NC(=O)CSc2nnc(Cc3ccc(C)cc3)c(=O)n2N)c1	-23	-2	15	·	·	-5	2	1
15	O=C(N/C(=C/c1ccco1)C(=O)N1CCOCC1)c1ccccc1Br	-11	-1	-3	·	·	0	-7	-1
16	CCOc1cccc(C(=O)Nc2cccc(NC(=O)c3ccco3)c2)c1	-9	2	2	9	0	0	-4	-1
17	CCn1cc(CNC(=S)Nc2cccc(Cl)c2C)cn1	-5	0	5	·	-2	-4	-2	0
18	CSc1cccc(NC(=S)N(C(C)C)C(C)c2ccccn2)c1 (centres undefined)	-29	-3	-2	-2	·	7	-18	1
19	CC(C)NC(=O)Nc1ccc2c(c1)CC(=O)N([C@@H](C)CO)C[C@@H](C)[C@@H](CN(C)Cc1ccccc1)O2	-9	21	1	-4	17	·	-29	8
20	COc1ccccc1NC(=O)N(C)C[C@@H]1OCc2cn(nn2)CCCC(=O)N([C@H](C)CO)C[C@H]1C	12&-5	-3&0&-1	-11&-19	4&2&4	4&1	-2&-4	-26&-31&4	-4&1
21	COc1ccc(-c2cnn3cc(-c4cccc(Cl)c4)cnc23)cc1	10	-8	-3	8	0	-3	-4	3
22	COc1cc2c(cc1OC)C(C)N(C(=O)[C@@H](NC(=O)c1ccccc1)C(C)C)CC2 (some centres undefined)	2	-4	0	·	2	3	14	-1
23	CC(C)CCn1c(CN2CCN(Cc3ccccc3)CC2)nc2c1c(=O)n(C)c(=O)n2C	·	·	·	-13	6	-12	22	·
24	CN(c1ccc(OCC(=O)OCC(=O)NC2CCCC2)cc1)S(=O)(=O)c1ccc2ccccc2c1	7	1	-19	-3	·	-17	1	5
25	COc1ccc(CNc2ccc([N+](=O)[O-])cn2)cc1	-82	-81	-3	9	-7	3	-116	-5
26	COCCNC(=O)c1ccc(CS(=O)(=O)c2cccc(C(F)(F)F)c2)o1	7	3	-2	5	-4	4	-2	-3
27	O=C(CN1CCCCC1)Nc1nc(-c2ccc(F)c(F)c2)cs1	-30	-43	-2	-19	7	1	-31	1
28	CCO[C@@H]1OC(C(=O)NCc2nc3ccccc3[nH]2)=C[C@H](c2ccccc2)[C@H]1CCCO	9	-4	3	-14	4	-24	3	0
29	CCN1C(=O)[C@H]2[C@@H](c3ccc(-c4ccc(OC)cc4)c(OC)c3)N[C@@](C)(C(=O)OC)[C@H]2C1=O	-2	-9	-1	1	0	3	18	-4
30	CN(C)CCNc1oc(/C=C/c2ccccc2)nc1C#N	4	·	·	·	1	5	-13	·

A draw from above in order of number of heavy atoms, falling.
#	SMILES	LGR2 inh	EWS-Fli block	S100A4 inh HTS	PGC1a acetyl inh	PglD inh	FN deposit inh	PAX8 inh HTS	ERAP1 HTS inh
11	COc1cccc(/C=C2\N=C(c3c(-c4ccccc4)noc3C)OC2=O)c1OC	-3	·	-9	3	5	0	·	-2
25	COc1ccc(CNc2ccc([N+](=O)[O-])cn2)cc1	-82	-81	-3	9	-7	3	-116	-5
9	COc1ccccc1Cn1cccc1C=O	·	19	6	·	0	-6	-4	1

Later entries:
#	SMILES	LGR2 inh	EWS-Fli block	S100A4 inh HTS	PGC1a acetyl inh	PglD inh	FN deposit inh	PAX8 inh HTS	ERAP1 HTS inh
31	COC(=O)C(C(=O)OC)c1ncccc1[N+](=O)[O-]	4	9	4	-3	3	6	3	·
32	O=C(C[C@@H]1CC[C@H]2[C@@H](COC[C@H](O)CN2CCC(F)(F)F)O1)NCC1CC1	7	-2	8	2	-2	-12	25	-1
33	CSc1ccccc1NC(=O)CN(C)C(=O)CNc1ccc(C(F)(F)F)cc1[N+](=O)[O-]	5	9	-14	2	1	·	3	1
34	C/C=C/c1ccc2c(c1)O[C@H](CN(C)C(=O)COC)[C@H](C)CN([C@@H](C)CO)S2(=O)=O	0	-5	3	1	19	1	·	2
35	Cn1c(O)c(C=Nc2ccc(Br)cc2)sc1=O	-16	-159	-1	-2	·	-4	-91	0
36	C[C@H]1CN(Cc2ccccc2)C(=O)[C@@H]1CC(=O)NCc1ccccc1	-5	13	0	6	4	7	9	-3
37	O=C(Nc1ccc(Cl)cn1)c1ccc2[nH]c(=O)c(=O)[nH]c2c1	-12	·	-8	4	-4	10	-11	-5
38	[O-][n+]1c2c(nn1-c1ccccc1)/C(=N/O)CCC2	3	2	-2	·	·	1	17	-2
39	CCOC(=O)C(CC(=O)O)=C(c1ccccc1)c1ccccc1	3	6	-4	·	-2	-1	9	-1
40	N#C[C@H]1[C@H](c2ccc(C#Cc3ccc(F)cc3)cc2)[C@H](CO)N1c1nc(-c2ccccc2)cs1	-14	-13	-39	5	-1	0	-4	-1
41	CC(=O)Nc1ccc(S(=O)(=O)Oc2ccc(C=O)cc2)cc1	18	·	·	·	-1	2	-7	·
42	COc1ccccc1CCNC(=O)CCCn1nc(C)c2c(C)n(-c3ccc(C)cc3)nc2c1=O	-10	·	1	·	-2	0	34	-4
43	COc1ccc(CCNC(=O)CN2C(=O)NC3(CCc4ccccc43)C2=O)cc1 (centres undefined)	0	0	-1	-7	·	-4	31	3
44	O=C(C1CCCC1)N1CC(=O)N2[C@@H](CO)[C@H](c3ccc(-c4cccnc4)cc3)[C@@H]2C1	3	-2	12	-6	·	-14	·	3
45	Cn1c(=O)c2[nH]c(SCC(=O)c3ccc(F)cc3)nc2n(C)c1=O	7	-8	-7	·	·	-2	-8	-1
46	NC(=O)NOCc1ccccc1	-14	2	-2	·	·	9	-11	1
47	COCCNC(=O)CN1C(=O)NC2(CCCc3cc(OC)ccc32)C1=O (centres undefined)	-1	-1	-3	·	2	5	9	-2
48	COc1ccc(-c2csc(NC(=O)CN3C(=O)C4CCCCC4C3=O)n2)c(OC)c1 (centres undefined)	-6	-10	-1	-8	3	0	-22	-4
49	COC(=O)c1c(NC(=O)CSc2nnc3ccccn23)sc2c1CCC2	19	-3	2	·	4	-5	-8	6
50	COc1ccc(NC(=O)[C@H](CCS(C)(=O)=O)N2Cc3ccccc3C2=O)c(OC)c1	-8	3	-6	0	0	-3	8	-1
51	C[C@@H]1C(c2ccc(F)cc2)=NN(c2ccc(Br)cc2)[C@H]1C(=O)N1CCOC1=O	-6	-1	2	-7	-4	3	1	·
52	O=C(Cc1ccccc1)Nc1ccnn1C1CCN(Cc2ccc(CO)o2)CC1	9	-9	-4	·	-3	4	14	4
53	COc1cccc(C(=O)C2CCCN(Cc3ccc(OC)c(Cn4cncn4)c3)C2)c1 (centres undefined)	8	12	-2	14	-7	1	-19	-6
54	COc1ccc(-c2nn(-c3ccccc3)cc2C(=O)Nc2cccc(S(=O)(=O)NC3=NCCC3)c2)cc1	2	-9	-2	-18	2	10	14	-2
55	COCC#Cc1ccc2c(c1)O[C@H](CN(C)C(=O)Nc1ccc(OC)cc1)[C@H](C)CN([C@@H](C)CO)S2(=O)=O	36	1	8	-6	0	2	·	-1
56	O=C(CSc1nnc(-c2ccccc2F)n1C1CCCCC1)N1CCCC1	·	·	·	1	-1	-3	-9	·
57	O=c1[nH]cc(S(=O)(=O)N2CCOCC2)c(=O)[nH]1	-34	-1	-9	4	4	·	8	-1

Record cards, as listed above:
Listed for `COc1cccc(C(=O)C2CCCN(Cc3ccc(OC)c(Cn4cncn4)c3)C2)c1` (centres undefined) = LGR2 inh = 8; EWS-Fli block = 12; S100A4 inh HTS = -2; PGC1a acetyl inh = 14; PglD inh = -7; FN deposit inh = 1; PAX8 inh HTS = -19; ERAP1 HTS inh = -6
Listed for `COCC#Cc1ccc2c(c1)O[C@H](CN(C)C(=O)Nc1ccc(OC)cc1)[C@H](C)CN([C@@H](C)CO)S2(=O)=O` = LGR2 inh = 36; EWS-Fli block = 1; S100A4 inh HTS = 8; PGC1a acetyl inh = -6; PglD inh = 0; FN deposit inh = 2; PAX8 inh HTS = ·; ERAP1 HTS inh = -1
Listed for `C/C=C/c1ccc2c(c1)O[C@H](CN(C)C(=O)COC)[C@H](C)CN([C@@H](C)CO)S2(=O)=O` = LGR2 inh = 0; EWS-Fli block = -5; S100A4 inh HTS = 3; PGC1a acetyl inh = 1; PglD inh = 19; FN deposit inh = 1; PAX8 inh HTS = ·; ERAP1 HTS inh = 2

Look-ups from the results shown.
ERAP1 HTS inh result of cpd 34 is entered as 2
LGR2 inh result of cpd 44 is entered as 3
LGR2 inh result of cpd 32 is entered as 7
PGC1a acetyl inh result of cpd 31 is entered as -3

Source: PubChem (Broad Institute)

The order is random; any-hit rate near 2.1%.
